Source: PubChem BioAssay (National Center for Advancing Translational Sciences (NCATS))
Pf Dd2 growth = Plasmodium falciparum Dd2 growth inhibition | Potency, µM (series often up to 28.9 µM), for the others: at the highest dose activity, negative = inhibition, usual class: inhibitors | P. falciparum Dd2 growth, SYBR Green, 72 h | 120,000 tested, 4.3% active; active means well fitted inhibition curve with a large enough effect; inconclusive means small, poorly fitted or top-dose-only effect; inactive means no such curve, though single readings can be large or run the other way;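 further: plate controls were DMSO vehicle for no effect and reference drug for full effect; nearly all actives have a fitted effect of over 65% in size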
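Infected erythrocytes (Dd2, 0.3% parasitemia, 2.5% hematocrit final) are added to compound in RPMI-1640/Albumax II medium, grown 72 h at 37C in low oxygen, then lysed with saponin/Triton-X containing SYBR Green and read by fluorescence.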
Numbers without * were called inactive; [ ] = another dose, or the depositor's remark. Potency means the concentration at half of the fitted maximal effect.

Cc1ccc(CN2CC[C@@H]3CN(S(C)(=O)=O)[C@@H]3C2)c(C)c1 was read as Pf Dd2 growth inconclusive.
Screening CCOCC(=O)NCCc1noc(-c2ccccc2)n1 returned Pf Dd2 growth -5.6%.
CCNC(=O)[C@@H]1C[C@@H](NC(=O)c2csc(C)c2CC)CN1C1CCCC1 was read as Pf Dd2 growth -17.7%.
`C#C[C@H]1CN2CC[C@H]1C[C@@H]2CNS(=O)(=O)c1ccccc1` gave Pf Dd2 growth inactive.
For O=C(c1ccccc1Cl)N1CCN(c2cc(C(F)(F)F)ncn2)CC1 the results were Pf Dd2 growth -12.9%.
Screening COC(=O)CCNC(=O)C1c2ccccc2C(=O)N(Cc2ccco2)C12CCCCC2 (stereo not drawn) returned Pf Dd2 growth -24.3%.
Screening CCOc1ccc(C(=O)c2cn(CC(=O)Nc3ccc(Cl)cc3)c3cc4c(cc3c2=O)OCCO4)cc1 returned Pf Dd2 growth inconclusive.
Screening Cc1nnc(NC(=O)C2CC(=O)N(c3n[nH]c4cc(Br)ccc34)C2)s1 (stereo not drawn) returned Pf Dd2 growth -7.8%.
For CCc1ccc(C(=O)N2C[C@@H](CO)[C@H](N(C)C)C2)cc1 the results were Pf Dd2 growth 19.0%.
Screening COc1cc2c(C(=O)N3CCN(c4cccc(Cl)c4)CC3)cn(C)c(=O)c2cc1OC returned Pf Dd2 growth inconclusive.
COC(=O)c1ccc(Cl)cc1NC(=O)N1CCC(CN2CCCC2)CC1 was read as Pf Dd2 growth -0.5%.
Screening COCCN1C(=O)[C@@H]2C[C@@H](CN2C(=O)c2cnccn2)Oc2ccccc21 returned Pf Dd2 growth 10.3%[44.1 µM].
Screening COc1cccc(C(CC(=O)NCc2ccc3c(c2)OCO3)c2c[nH]c3ccccc23)c1OC (stereo not drawn) returned Pf Dd2 growth -3.0%.
`CCOc1cccc(C2c3[nH]c4ccccc4c3CCN2C(=O)CSc2ccccc2)c1` (stereo not drawn) gave Pf Dd2 growth inconclusive.
For CCCOc1ccc(CNC(=O)[C@H]2CCC[C@H]2NC(=O)c2ccncc2)cc1 the results were Pf Dd2 growth -30.7%.
Cc1ccc2[nH]c(=O)c(CN(C(=O)c3cccc(Cl)c3)C(C)(C)C)cc2c1 was read as Pf Dd2 growth -16.4%.
`O=C(c1ccc2c(c1)OCO2)N1CCC2(CC1)COc1ccccc1NC2=O` gave Pf Dd2 growth 15.6%.
For CC(=O)c1cccc(NC(=O)Cn2c(-c3ccc(F)cc3)nc(C)cc2=O)c1 the results were Pf Dd2 growth inconclusive.
`COc1ccc(CNC(=O)CCc2nnc3n(CC(C)C)c(=O)c4ccccc4n23)cc1` gave Pf Dd2 growth -15.2%.
For COc1ccc(-n2nc(C3CCCN(C(=O)Cc4ccc(F)cc4)C3)[nH]c2=O)cc1 (stereo not drawn) the results were Pf Dd2 growth inactive.
Cc1cc(C(=O)N[C@@H]2CCC[C@@H](C(=O)N3CCN(C)CC3)CC(=O)N(C)C2)nn1C was read as Pf Dd2 growth -15.5%[44.1 µM].
`O=C(c1nc(-c2cccc(C(F)(F)F)c2)c2ccccn12)N1CCN(c2ncccn2)CC1` gave Pf Dd2 growth -1.6%.
For Cc1ccc(S(=O)(=O)Cc2noc([C@@H]3C[C@@H](O)CN3Cc3cccs3)n2)cc1 the results were Pf Dd2 growth -28.3%[44.1 µM].
For Cc1ccc(C)c(OC(=O)CSc2nnc(CNC(=O)c3ccccc3)o2)c1 the results were Pf Dd2 growth 33.9%[activator].
For COc1ccc(-c2ccc3ncc(Nc4cc(F)ccc4OC)n3n2)cn1 the results were Pf Dd2 growth inconclusive.
Cn1ccc2c(C(=O)NCc3cccnc3)nc(-c3ccc(CO)cc3)cc21 was read as Pf Dd2 growth -22.8%[44.1 µM].
Screening O=C1CCCN1Cc1nc(-c2ccc(F)cc2)no1 returned Pf Dd2 growth 16.0%.
`Cc1cc(=O)n(CC(=O)Nc2cccc(C#N)c2)c(-c2ccc(F)cc2)n1` gave Pf Dd2 growth -5.0%.
Screening COC(=O)[C@@H]1Cc2nc[nH]c2CN1Cc1ccc(C(=O)O)cc1 returned Pf Dd2 growth 35.8%[activator][44.1 µM].
For Cc1ccc(C(=O)NCC2CCCCC(=O)N2)cn1 (stereo not drawn) the results were Pf Dd2 growth 6.0%.
For O=C(C1CCCC1)N1CCC2(CC1)CC(=O)N(c1ccccc1)c1ccccc1O2 the results were Pf Dd2 growth inconclusive.
Screening CCc1ccc(NC(=O)Cn2nnc(C(=O)Nc3cc(C)ccc3OC)c2N)cc1 returned Pf Dd2 growth 18.7%.
`COc1ccc(CN2C(=O)N(c3cccc(C)c3)C(=O)C2CC(=O)Nc2ccc(F)cc2)cc1OC` (stereo not drawn) gave Pf Dd2 growth -3.3%.
Cc1ccc(Cl)cc1N1CCN(c2cc(C3CC(O)C3)ncn2)CC1 (stereo not drawn) was read as Pf Dd2 growth inconclusive.
For CC1CCN(c2nnc(-n3cccc3CNc3cccc(F)c3)s2)CC1 the results were Pf Dd2 growth inconclusive.
For CC1=C[C@@H](CN2CCOCC2)[C@H](C(C)C)C[C@H]1Cc1nnc(C)o1 the results were Pf Dd2 growth inconclusive.
Screening COc1ccc(C)cc1NC(=O)N1c2ccccc2CC1c1nc(C2CC2)no1 (stereo not drawn) returned Pf Dd2 growth inconclusive.
O=C(Cn1cccc1-c1nc(-c2ccc3c(c2)OCO3)no1)N1CCCc2ccccc21 was read as Pf Dd2 growth inconclusive.
`Fc1ccc(-n2ncc3c(Nc4ccc5c(c4)OCCO5)ncnc32)cc1` gave Pf Dd2 growth 8.3%.
CCOC(=O)c1ccc(N2C(=O)c3[nH]nc(-c4ccccc4)c3C2c2ccc(CC)cc2)cc1 (stereo not drawn) was read as Pf Dd2 growth 10µM*.
CN(C)C=NC(=O)c1cc2c(n(-c3ccccc3)c1=O)CC(C)(C)CC2=O was read as Pf Dd2 growth -1.7%.
O=C(NCC(c1ccc2c(c1)OCO2)N1CCOCC1)C(=O)Nc1ccccc1 (stereo not drawn) was read as Pf Dd2 growth 11.0%[0.594 µM].
CC(=O)N1CCCc2ccc(NS(=O)(=O)c3ccc(F)cc3F)cc21 was read as Pf Dd2 growth inactive.
For COc1ccc(-c2cn3c(n2)CO[C@@H](CNCc2ccc(OC(F)(F)F)cc2)C3)cc1 the results were Pf Dd2 growth inconclusive.
For NC1CC(c2cc(N3CCN(c4ccc5nccn5n4)CC3)ncn2)C1 (stereo not drawn) the results were Pf Dd2 growth inconclusive.
Screening CCOc1ccc2c(n1)CCN(C(=O)c1ccsc1)C2 returned Pf Dd2 growth inactive.
`Cc1ccc(S(=O)(=O)n2nc(-c3ccc(Cl)cc3)nc2NCc2ccc(F)cc2)cc1` gave Pf Dd2 growth inconclusive.
`COc1cccc(CNC(=O)C(=O)NCC(c2ccc3c(c2)OCO3)N2CCOCC2)c1` (stereo not drawn) gave Pf Dd2 growth inconclusive.

A run of entries of the results above, for reference:
`Cc1ccc(S(=O)(=O)n2nc(-c3ccc(Cl)cc3)nc2NCc2ccc(F)cc2)cc1` gave Pf Dd2 growth inconclusive.
`COc1cccc(CNC(=O)C(=O)NCC(c2ccc3c(c2)OCO3)N2CCOCC2)c1` (stereo not drawn) gave Pf Dd2 growth inconclusive.

The listing picks up, starting four compounds before the break.
For NC1CC(c2cc(N3CCN(c4ccc5nccn5n4)CC3)ncn2)C1 (stereo not drawn) the results were Pf Dd2 growth inconclusive.
Screening CCOc1ccc2c(n1)CCN(C(=O)c1ccsc1)C2 returned Pf Dd2 growth inactive.
`Cc1ccc(S(=O)(=O)n2nc(-c3ccc(Cl)cc3)nc2NCc2ccc(F)cc2)cc1` gave Pf Dd2 growth inconclusive.
`COc1cccc(CNC(=O)C(=O)NCC(c2ccc3c(c2)OCO3)N2CCOCC2)c1` (stereo not drawn) gave Pf Dd2 growth inconclusive.
`Cc1noc2c(NCC3CCOCC3)cc(-c3ccc(Cl)cc3)nc12` gave Pf Dd2 growth -21.3%[44.1 µM].
COC1C(=O)N(C2CCN(C(=O)c3ccc4[nH]ccc4c3)CC2)C12CCOCC2 (stereo not drawn) was read as Pf Dd2 growth -4.6%.
For Cc1ccc(C)c(-c2cc3c(=O)n(CCNC(=O)c4ccc(C#N)cc4)ccn3n2)c1 the results were Pf Dd2 growth inactive.
For CC(C)CC(=O)Nc1ccc([C@H]2OCC(=O)N(Cc3nccn3C)[C@@H]2CO)cc1 the results were Pf Dd2 growth -14.8%[44.1 µM].
`CC(C)C(=O)N1CCC2(CC1)CC(N1CCCC1)CCO2` (stereo not drawn) gave Pf Dd2 growth -1.1%.
For COc1ccc(C(=O)N2CCN(c3cc(-c4ccc(Cl)cc4)[nH]n3)CC2)cc1 the results were Pf Dd2 growth inactive.
For Cc1ccc(-c2cc(C(=O)N3CCC(c4nc(C5CCOCC5)no4)C3)c3ccccc3n2)cc1C (stereo not drawn) the results were Pf Dd2 growth inconclusive.
COc1ccccc1-c1noc(-c2ccc(N3CCC(C)CC3)c([N+](=O)[O-])c2)n1 was read as Pf Dd2 growth inconclusive.
For O=C(Cc1cccc(F)c1)N1CCCC(Cc2nc(C3CCOCC3)no2)C1 (stereo not drawn) the results were Pf Dd2 growth inconclusive.
`CN(CC(=O)NCc1ccc(Cl)cc1)S(=O)(=O)c1ccc2c(c1)c(=O)n(C)c(=O)n2C` gave Pf Dd2 growth inconclusive.
Screening CC(C)C[C@@H]1N[C@H](C(=O)N2CCC(CO)CC2)Cc2c[nH]c3cccc1c23 returned Pf Dd2 growth inconclusive.
For Cc1ccoc1C(=O)N1CC[C@@H](c2sccc2C)[C@H](O)C1 the results were Pf Dd2 growth -18.1%.
`COc1ccc(CNC[C@H]2O[C@H](Cc3cc(-c4ccccc4)on3)CC[C@@H]2O)cc1` gave Pf Dd2 growth inconclusive.
Screening COc1cccc(NC(=O)CN2C(=O)COc3ccc(S(=O)(=O)N4CCOCC4)cc32)c1 returned Pf Dd2 growth 24.3%.
For O=C(Nc1ccc(S(=O)(=O)N2CCC(c3nc4ccccc4s3)CC2)cc1)c1ccccc1 the results were Pf Dd2 growth 12.4%.
Screening CCCC(CCC)C(=O)Nc1cccc(-c2nc3cccnc3s2)c1 returned Pf Dd2 growth -8.7%.
Screening COCCCNC(=O)C(NC(=O)c1cccc(C)c1)C1CCN(C(=O)c2ccc(C)cc2)CC1 (stereo not drawn) returned Pf Dd2 growth inactive.
Cc1ccc(Cl)cc1NCc1nnc2n1CCCCC2 was read as Pf Dd2 growth 37.7%.
`CCC(=O)c1cc2c(cc1NC(=O)c1ccccc1F)OCCO2` gave Pf Dd2 growth -17.1%.
`COc1ccc(CCNc2ncnc3c2CN(c2ccc(Cl)cc2)C(=O)N(C)C3)cc1` gave Pf Dd2 growth -4.4%.
`COc1ccc(CNC(=O)c2ccc3nc(CCc4ccccc4)oc3c2)cc1OC` gave Pf Dd2 growth 16.7%.
`COc1ccc(-n2c(SCC(=O)N3CCc4ccccc43)nc3c([nH]c4ccccc43)c2=O)cc1` gave Pf Dd2 growth inconclusive.
For CCN1C(=O)C2CC3(CCN(C(=O)c4sc(C)nc4C)CC3)CN2C1=O (stereo not drawn) the results were Pf Dd2 growth -15.1%.
`COc1cc(F)c(S(=O)(=O)Nc2c(C)n(C)n(-c3ccccc3)c2=O)cc1OC` gave Pf Dd2 growth 36.2%[activator].
For COCCN(C)C[C@@H]1CN(C(=O)c2c(-c3ccccc3)ccnc2C)C[C@@H]1CO the results were Pf Dd2 growth -18.6%.
For O=C1CN(Cc2cc3n(n2)CCCNC3)CCN1Cc1ccc2c(c1)OCO2 the results were Pf Dd2 growth 6.1%.
COC1CCOC2(CCN(C(=O)Nc3ccc4c(c3)OCCO4)CC2)C1 (stereo not drawn) was read as Pf Dd2 growth 23.8%.
O=C(c1cc(Cl)ccc1F)N1CCC(OC2CCN(Cc3ccccc3)CC2)CC1 was read as Pf Dd2 growth inconclusive.
CCOC(=O)c1c(C)[nH]c(C)c1S(=O)(=O)N1CCCC(C(=O)N2CCN(c3cc(C)ccc3C)CC2)C1 (stereo not drawn) was read as Pf Dd2 growth 1.26µM*.
COc1cc(Cl)c(NS(=O)(=O)c2ccc3c(c2)CC(C)N3C(=O)C2CCC2)c(OC)c1 (stereo not drawn) was read as Pf Dd2 growth inconclusive.
`Cc1noc2c(-c3ccc(CO)cc3)cc(-c3cccs3)nc12` gave Pf Dd2 growth inactive.
`COCCn1c(=O)n([C@H]2CCCN(C(=O)CCc3ccccc3)C2)c2ncccc21` gave Pf Dd2 growth inactive.
O=S(=O)(NCC(c1ccco1)S(=O)(=O)c1ccccc1)c1ccccc1 (stereo not drawn) was read as Pf Dd2 growth 112.5%[activator].
CCOC(=O)c1ccc(NC(=O)CSc2c(C(C)C)cnc3c2c(=O)n(C)c(=O)n3C)cc1 was read as Pf Dd2 growth 25.5%.
For CC(=O)N1CCC([C@@H]2CN(Cc3cccnc3)C[C@H]2CO)CC1 the results were Pf Dd2 growth 43.4%[activator].
Screening O=C(NCC1CCCN(C(=O)N2CCCC2)C1)c1ccc(-c2ccccc2)cc1 (stereo not drawn) returned Pf Dd2 growth -11.1%.
Screening O=C1N[C@@H]2CCN(C(=O)c3ccc(C(F)(F)F)cc3)[C@@H]2C(=O)N1c1ccc(Oc2ccccc2)cc1 returned Pf Dd2 growth -22.7%.
For Oc1ccccc1-c1nc(/C=C/c2ccccc2Cl)nn1-c1ccccc1 the results were Pf Dd2 growth inconclusive.
`O=C(c1ccccc1)N1CCN(C(=O)c2nnn3c2COC(c2ccccc2)C3)CC1` (stereo not drawn) gave Pf Dd2 growth inactive.
`CC1CCCN(c2c(S(=O)(=O)c3ccccc3)cnc3ccc(Cl)cc23)C1` (stereo not drawn) gave Pf Dd2 growth -12.7%.
For Cc1ccc(CN2CC[C@H](c3nnc(-c4ccccc4)o3)C2)cc1 the results were Pf Dd2 growth 10µM*.
Cc1ccccc1-n1ncc(C(C)NC(=O)c2cc(F)ccc2F)c1C (stereo not drawn) was read as Pf Dd2 growth -20.6%.

Not all compounds are listed. The share of hits here may be higher or lower than overall.
